Bioassay records: PubChem BioAssay, Sanford-Burnham Center for Chemical Genomics
TIM10 inh: inhibits growth of TIM10 yeast strain; AID 463195; inhibition, % at 10 µM; S. cerevisiae TIM10 strain growth, BacTiter-Glo luminescence, 24 h; 1.4% of 330,000 active;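 active means inhibition of 40% or more at the single tested concentration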;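 further: wild-type TIM10 isogenic control strain grown at permissive 25 °C; 0% = DMSO yeast wells and 100% = minimal medium wells without yeast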
Mdm2-MdmX inh: human Mdm2/MdmX binding inhibition | AID 485346 | inhibition, % at 8 µM | SaOS-2 split-luciferase Mdm2/MdmX complementation, luminescence | 3% of 330,000 active;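 active means inhibition of at least 50% at 8 µM in the primary screen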
Target sequence (O15151 whole entry, looked up): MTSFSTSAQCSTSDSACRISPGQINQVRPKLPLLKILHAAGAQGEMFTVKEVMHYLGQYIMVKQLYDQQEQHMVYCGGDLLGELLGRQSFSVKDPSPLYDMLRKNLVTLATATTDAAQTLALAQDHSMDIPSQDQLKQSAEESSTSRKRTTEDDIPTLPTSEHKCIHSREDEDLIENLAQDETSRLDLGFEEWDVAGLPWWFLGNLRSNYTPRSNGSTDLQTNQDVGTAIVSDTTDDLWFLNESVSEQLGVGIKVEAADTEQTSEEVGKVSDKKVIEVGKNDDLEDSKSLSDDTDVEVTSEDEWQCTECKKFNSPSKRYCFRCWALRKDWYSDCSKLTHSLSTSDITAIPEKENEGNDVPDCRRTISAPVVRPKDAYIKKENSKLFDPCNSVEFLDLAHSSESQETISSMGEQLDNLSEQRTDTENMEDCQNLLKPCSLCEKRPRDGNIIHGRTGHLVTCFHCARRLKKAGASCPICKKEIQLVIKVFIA
Target sequence (Q00987 whole entry, looked up): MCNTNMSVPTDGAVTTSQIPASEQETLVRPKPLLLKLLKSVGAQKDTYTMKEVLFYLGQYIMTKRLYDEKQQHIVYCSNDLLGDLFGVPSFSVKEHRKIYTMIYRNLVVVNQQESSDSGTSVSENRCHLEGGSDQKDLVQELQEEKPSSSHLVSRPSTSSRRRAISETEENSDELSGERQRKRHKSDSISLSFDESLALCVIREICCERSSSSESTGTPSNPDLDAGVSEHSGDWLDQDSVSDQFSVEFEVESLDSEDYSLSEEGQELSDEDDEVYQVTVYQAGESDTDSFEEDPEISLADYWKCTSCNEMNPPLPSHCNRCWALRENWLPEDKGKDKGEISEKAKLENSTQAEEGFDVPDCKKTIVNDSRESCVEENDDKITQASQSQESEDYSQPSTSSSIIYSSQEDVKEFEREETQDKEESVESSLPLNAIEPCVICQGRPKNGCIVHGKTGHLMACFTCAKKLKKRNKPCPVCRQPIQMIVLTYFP
tim10-1 inh: growth inhibitors of tim10-1 mutant yeast. S. cerevisiae tim10-1 ts strain growth, BacTiter-Glo, 24 h. inhibition, % at 20 µM. 2.2% of 330,000 active;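 active means inhibition of at least 40%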;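 further: mutant grown at 25 °C; 0% = DMSO wells with yeast and 100% = wells holding no yeast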
CHOP UPR activ: apoptotic UPR (CHOP) activation. CHO-CHOP luciferase reporter, luminescence; percent of tunicamycin response over DMSO baseline. AID 449763. 0.34% of 330,000 active. activation, % at 10 µM;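 active means at 10 µM dose, activation of 40% or more, normalized to positive control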;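 further: 100% = tunicamycin at 10 µg/mL and 0% = DMSO alone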
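System: CHO-CHOP luciferase reporter cell line; amount: 500 cells/well; buffer or medium: F12 medium containing 10% fetal bovine serum; incubation: 6 h compound exposure at 37 °C after overnight seeding; measured by: luciferase luminescence after 10 min with Steady-Glo reagent; evaluation: % reporter activation, DMSO baseline versus tunicamycin full activation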
XBP1 UPR activ: activators of adaptive arm of unfolded protein response (XBP1); CHO-XBP1 luciferase reporter, IRE1-XBP1 UPR activation, luminescence; percent of tunicamycin response, DMSO as zero; activation, % at 20 µM; 0.33% of 330,000 active; AID 463104;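 active means versus positive control, 20 µM dose yields 30% or more activation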;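 further: 100% = tunicamycin at 10 µg/mL and 0% = DMSO only wells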
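Signal: luciferase luminescence; Assay system: CHO-XBP1 luciferase reporter cells; Amount: one thousand reporter cells per well; Dosing: 20 µM single concentration, DMSO 1%; Benchmarks: high control tunicamycin 10 µg/mL final, low control DMSO vehicle only; Schedule: 6 h compound exposure at 37 °C, 5% CO2; Evaluation: percent activation relative to tunicamycin reference.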
697 NFkB inh: inhibitors of the PMA/ionomycin-induced NF-kB reporter in 697 B cells; 697 B-cell NF-kB luciferase reporter, 16 h; inhibition, % at 4 µM; 0.33% of 330,000 active; in the data active means inhibition above about 35%
Jurkat NFkB inh: lowers PMA/ionomycin-induced NF-kB signal in Jurkat cells | PMA/ionomycin-induced NF-kB luciferase reporter, luminescence | 0.53% of 330,000 active | inhibition, % at 4 µM | AID 435003; in the data active means inhibition above about 50%
tim23-1 inh: tim23-1 yeast growth inhibition; S. cerevisiae tim23-1 growth, BacTiter-Glo luminescence, 24 h; inhibition, % at 20 µM; 1.3% of 330,000 active;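 active means growth inhibition of the mutant yeast at or above 50%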;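 further: temperature-sensitive mutant grown at 25 °C; plate controls were DMSO-treated mutant yeast for no effect and medium wells lacking yeast for full effect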
* = called active by the depositor.

SMILES | TIM10 inh | Mdm2-MdmX inh | tim10-1 inh | CHOP UPR activ | XBP1 UPR activ | 697 NFkB inh | Jurkat NFkB inh | tim23-1 inh
O=C(COC(=O)c1cc(-c2ccccc2)nc2ccccc12)Nc1ccc2c(c1)OCO2 | 8.3 | 9.3 | 7.9 | 1.1 | 0.9 | 1.9 | -5.7 | -17.0
O=C(NCCc1nc2ccccc2[nH]1)/C(=C/c1ccc(F)cc1)NC(=O)c1ccco1 | 12.6 | 28.3 | 7.0 | 0.8 | -5.8 | 1.4 | 1.1 | 17.7
Cc1ccnc(NC(=O)c2cccc(NC(=O)Cc3ccccc3)c2)c1 | -4.9 | 20.9 | 18.4 | -0.4 | 0.8 | 9.7 | -11.8 | 16.3
O=C1CC(NS(=O)(=O)c2cc(F)ccc2F)CN1c1cccc(F)c1 (centres undefined) | 0.9 | 19.5 | 8.2 | 0.1 | -4.3 | 14.4 | 9.9 | 12.1
CC(C)Cc1nc2oc3c(Cl)ncnc3c2c2c1CCCC2 | 18.0 | 67.8* | 26.4 | 0.9 | 6.5 | -25.3 | 3.1 | 35.6
O=C(Nc1ccc2c(c1)CCC2)c1cc2ccccc2o1 | 55.8* | -221.2 | 20.4 | 3.6 | 0.7 | -163.3 | -125.7 | 44.3
CC(=O)Nc1nc2c(ccc3ccccc32)s1 | 3.2 | 5.1 | 5.5 | 1.9 | -3.2 | -0.6 | -11.0 | -0.3
Cc1cc(C)c2nc(NNC(=O)c3ccc(S(=O)(=O)N4CCc5ccccc5C4)cc3)sc2c1 | -23.3 | 82.5* | -27.2 | 0.0 | 1.7 | -18.6 | 7.7 | 7.8
O=C(CSCc1cc(=O)[nH][nH]1)Nc1ccc(F)cc1 | 3.9 | 7.1 | -8.3 | 0.4 | 0.7 | 15.4 | -3.4 | -1.9
Cc1[nH][nH]c(=O)c1C(c1c(C)[nH][nH]c1=O)c1cn(Cc2cccc3ccccc23)c2ccccc12 | 10.5 | 38.3 | 48.2* | 5.6 | 13.2 | -35.5 | -17.0 | 49.4
COc1ccc(C2CC(=O)c3sc(N)nc3C2)cc1 (centres undefined) | 5.5 | 7.0 | 11.6 | 2.3 | -0.4 | 5.1 | -3.3 | 5.3
CSc1ccc(/C=C(\C(=O)O)c2ccc(S(=O)(=O)N3CCCC3)s2)cc1 | 2.4 | -11.2 | 13.8 | -2.6 | -1.7 | 5.7 | 3.8 | 5.9
CCN(CC(=O)Nc1ccc(NC(C)=O)cc1)C(=O)COc1ccc(C(=O)c2ccccc2)cc1 | 1.9 | -14.8 | 0.1 | 0.6 | -0.8 | -1.6 | 1.7 | 5.8
O=C(NCc1ccc(F)cc1)c1ccc(CNc2c(N3CCOCC3)c(=O)c2=O)cc1 | -3.4 | -3.5 | -9.4 | 0.9 | 1.0 | 13.7 | -4.2 | -1.1
Cc1ccc(SCC(=O)c2ccc(CC(=O)O)s2)cc1 | 13.2 | 8.8 | 22.2 | 1.0 | -1.0 | -0.1 | -6.5 | 32.8
CCN(c1ccccc1)S(=O)(=O)c1ccc(C(=O)N2CCOCC2)cc1 | 1.6 | 6.5 | -22.9 | 0.5 | 1.1 | 3.7 | -2.6 | -3.0
CN(C)CCCN(C(=O)CCc1ccccc1)c1nc2c(F)cccc2s1 | 17.6 | 17.9 | 9.7 | 1.1 | -0.6 | 8.0 | 7.0 | 11.4
O=C(CS(=O)(=O)c1cn(CC(=O)N2CCOCC2)c2ccccc12)Nc1ccccc1F | -0.2 | 12.8 | 4.8 | -3.6 | -2.2 | -3.6 | -12.9 | 12.9
c1cnc(NCCNc2ncccn2)nc1 | -0.8 | 16.0 | 11.5 | -1.0 | -2.2 | 0.6 | -9.2 | -6.1
COc1ccc(OC(=O)/C=C/c2ccc([N+](=O)[O-])cc2)cc1 | -1.3 | 11.7 | 13.5 | 0.6 | -1.6 | 5.6 | -22.9 | 5.8
Cc1cccc(C(=O)OCC(=O)NCc2ccc3c(c2)OCO3)c1C | 6.6 | -4.3 | 9.3 | -0.3 | 2.6 | -2.6 | -14.8 | 10.0
COc1ccccc1N1CCN(C2CCCCC2NS(=O)(=O)c2ccc(Cl)cc2)CC1 (centres undefined) | 8.2 | 19.7 | 20.9 | 1.5 | -2.0 | -29.9 | -3.5 | 19.2
CCOC(=O)c1n[nH]n(-c2cc(Cl)cc(Cl)c2)c1=O | -17.4 | -26.6 | -8.5 | 1.2 | 0.6 | 17.3 | -1.1 | 1.9
COc1ccccc1/C=N/NC(=O)C(C)Cn1cnc2ccccc21 (centres undefined) | 22.2 | -4.1 | 14.6 | -0.3 | 0.6 | -13.5 | 2.3 | 1.5
O=C(OCC1OC2C(Oc3nc(=O)ccn32)C1O)c1ccccc1 (centres undefined) | -16.6 | 5.3 | 7.5 | -1.1 | 1.5 | -12.4 | 3.4 | -4.7
CC1CCc2sc3nc(NCc4ccco4)n4ncnc4c3c2C1 (centres undefined) | 18.4 | -12.8 | 40.8* | 0.9 | 5.0 | -38.4 | -1.1 | 51.2*
CCN1C(=O)C2(/C(=C(\O)c3ccc4c(c3)OCCO4)C(=O)C(=O)N2CCCOC)c2ccccc21 (centres undefined) | 6.7 | 1.2 | 3.3 | -0.2 | 0.6 | 12.2 | -0.9 | 0.9
O=C(Nc1ccc(C(=O)N2CCCC2)cc1)Nc1ccc(Cl)cc1Cl | 4.4 | 14.0 | 5.1 | 2.8 | -1.8 | 19.3 | -3.0 | -4.6
CCOC(=O)c1cnc(-c2ccccc2)nc1N1CCOCC1 | -12.3 | -3.5 | 28.7 | -0.8 | -1.2 | -25.0 | -19.6 | -4.6
O=C(NCc1ccncc1)C(=O)NCC(c1ccco1)N1CCN(c2ccccc2F)CC1 (centres undefined) | -10.3 | -16.6 | 21.4 | 2.3 | -2.6 | -34.2 | 6.8 | 9.1
C=CCNc1nc2ccccc2c(=O)[nH]1 | 2.1 | -40.5 | -5.8 | 0.6 | -4.4 | 18.5 | 2.9 | 15.8
O=C1CC(=C2c3ccccc3-c3ccccc32)C(=O)N1CCN1CCN(c2cccc(Cl)c2)CC1 | -0.4 | 9.0 | 40.8* | -1.4 | -0.6 | 0.2 | -0.4 | 10.3
Cc1ccc(C(=O)NCCCN2CCOCC2)cc1S(=O)(=O)N1CCOCC1 | 4.8 | 20.3 | 4.6 | 0.1 | -2.5 | 16.9 | -0.7 | 13.0
COc1ccccc1CNC(=O)Cn1ccsc1=N | 7.5 | 10.1 | -11.2 | 0.3 | 0.9 | -4.8 | -2.3 | -3.5
COc1cc(C2=NOC(C(=O)NC3CCCCC3)C2)cc(OC)c1OC (centres undefined) | 21.2 | -3.8 | -3.0 | -1.5 | 1.7 | -36.4 | -9.7 | 5.2
COc1ccccc1/C=C/C=N/NC(=O)CN1CCN(Cc2ccccc2)CC1 | -9.3 | -4.6 | -4.2 | -0.8 | 1.2 | -23.6 | -2.1 | 4.6
Cc1cccc(NC(=O)CSc2ccc(-c3cccs3)nn2)c1C | -6.3 | -13.3 | 14.7 | 2.7 | 1.5 | -19.3 | -7.1 | 0.8
O=C(CC(c1ccccc1)c1ccccc1)OCn1nnc2ccccc2c1=O | -6.3 | 20.3 | -2.3 | -2.2 | -1.9 | 9.8 | 3.4 | 11.7
O=C(COC(=O)c1cc(S(=O)(=O)N2CCOCC2)ccc1O)Nc1cc(S(=O)(=O)N2CCCC2)ccc1Cl | -19.7 | 10.6 | -11.6 | -2.4 | -2.4 | -9.4 | -2.1 | -12.3
COc1ccccc1-c1ccc(SCC(=O)NCc2ccc3c(c2)OCO3)nn1 | 3.0 | 17.2 | 27.2 | -0.5 | -0.8 | 2.0 | 6.5 | -16.7
N#Cc1cc(N2CCCCC2)c([N+](=O)[O-])cc1C#N | -11.0 | 9.1 | 19.6 | -0.4 | -1.9 | -5.9 | 3.4 | -3.6
Cc1cc(C)cc(N(CC(=O)N2CCC(C)CC2)S(=O)(=O)c2ccccc2)c1 | 36.6 | -2.4 | 19.5 | 0.5 | -0.2 | -10.0 | -8.1 | 36.4
CCOc1ccc(/C=C/C(=O)C(C(N)=O)=C2SCCS2)cc1 | 0.6 | -21.4 | 19.6 | 2.9 | -0.4 | -17.6 | 2.6 | 3.3
CN(C(=O)CC1C(=O)NCCN1C/C=C/c1ccccc1)C1CCOCC1 (centres undefined) | 11.7 | 15.0 | 17.7 | 0.7 | 2.3 | 12.4 | -6.7 | 5.9
Cc1ccc(S(=O)(=O)Cn2nnnc2C(C(C)C)N2CCc3ccccc3C2)cc1 (centres undefined) | 21.8 | 20.1 | 24.3 | 0.2 | -5.8 | 13.7 | 2.9 | 25.6
Cc1cccc(NC(=O)c2ccc(S(=O)(=O)N(C)C)cc2)n1 | -0.7 | -21.9 | 17.9 | 3.7 | 0.8 | -10.3 | -12.7 | 17.5
Cc1onc(-c2ccccc2)c1C(=O)N1CCN(Cc2ccccc2)CC1 | 5.2 | 2.7 | 19.8 | 2.8 | -2.0 | 8.1 | 6.8 | 18.2
C=C1C2(C(=O)Nc3ccc(SC(F)F)cc3)CCC(C2)C1(C)C (centres undefined) | 24.6 | -30.9 | 19.1 | 0.0 | 0.0 | -15.2 | -9.8 | 11.8
CC(C)(C)c1ccc(C(=O)NCCCNC(=O)c2cccnc2)cc1 | -1.1 | 17.5 | 5.7 | 6.0 | -2.4 | -15.9 | -20.1 | 3.6
OC(CN1CCOCC1)CN1CCOCC1 | 2.7 | -15.5 | -1.0 | -1.2 | -1.4 | 15.3 | 1.5 | 0.7

Four structures from above, arranged by SMILES length, falling.
SMILES | TIM10 inh | Mdm2-MdmX inh | tim10-1 inh | CHOP UPR activ | XBP1 UPR activ | 697 NFkB inh | Jurkat NFkB inh | tim23-1 inh
Cc1cc(C)cc(N(CC(=O)N2CCC(C)CC2)S(=O)(=O)c2ccccc2)c1 | 36.6 | -2.4 | 19.5 | 0.5 | -0.2 | -10.0 | -8.1 | 36.4
Cc1onc(-c2ccccc2)c1C(=O)N1CCN(Cc2ccccc2)CC1 | 5.2 | 2.7 | 19.8 | 2.8 | -2.0 | 8.1 | 6.8 | 18.2
Cc1cccc(NC(=O)c2ccc(S(=O)(=O)N(C)C)cc2)n1 | -0.7 | -21.9 | 17.9 | 3.7 | 0.8 | -10.3 | -12.7 | 17.5
OC(CN1CCOCC1)CN1CCOCC1 | 2.7 | -15.5 | -1.0 | -1.2 | -1.4 | 15.3 | 1.5 | 0.7

Remaining list, next part
SMILES | TIM10 inh | Mdm2-MdmX inh | tim10-1 inh | CHOP UPR activ | XBP1 UPR activ | 697 NFkB inh | Jurkat NFkB inh | tim23-1 inh
CCOc1ccc(NC(=O)c2ccc(NC(=O)COC(=O)Cc3ccc(OC)cc3)cc2)cc1 | -2.9 | -20.2 | -8.3 | 7.2 | 4.0 | -52.8 | -122.7 | 10.2
c1cn(-c2ncnc3sc4c(c23)CCCC4)cn1 | -0.8 | 10.0 | 4.2 | -0.9 | -1.0 | -7.0 | -0.9 | 6.3
O=C(Nc1nnc(S(=O)(=O)N2CCCCC2)s1)c1cccc(Br)c1 | 2.9 | 35.4 | -3.6 | 3.5 | 6.9 | 13.3 | -2.4 | 9.1
COC(=O)C1=C(C)N(c2ccccc2)C(=S)NC1c1ccccc1C(F)(F)F (centres undefined) | 49.9* | 7.4 | 36.7 | 0.0 | 1.1 | 1.7 | 0.3 | 35.8
COc1ccc(/C=C2/C(=N)N3N=C(CC(=O)N4CCCC4)SC3=NC2=O)cc1OC | 10.2 | 5.2 | 3.8 | 0.4 | -1.0 | 1.3 | -3.1 | 2.7

Marked active in TIM10 inh (from the list above):
SMILES	TIM10 inh	Mdm2-MdmX inh	XBP1 UPR activ	697 NFkB inh	Jurkat NFkB inh
O=C(Nc1ccc2c(c1)CCC2)c1cc2ccccc2o1	55.8*	-221.2	0.7	-163.3	-125.7
COC(=O)C1=C(C)N(c2ccccc2)C(=S)NC1c1ccccc1C(F)(F)F (centres undefined)	49.9*	7.4	1.1	1.7	0.3
